IL1B NFkB pot = enhancers of NFkB p65 translocation in HUVEC – imaging, IL-1B stimulus, high-content imaging, primary screen; HUVEC IL-1B NFkB p65 nuclear translocation imaging; activation, % at 2 µM; actives 0.3% (n = 94,000);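 active = activation above 40%, about the mean plus 3 SD, also judged a hit on visual image review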;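 also: percent activation is computed from the nuclear over cytoplasmic p65 intensity ratio; values of inactives mirror those of a sister screen read the other way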
IL1B NFkB inh = inhibitors of IL-1B driven NFkB p65 nuclear import, primary screen, imaging, HUVEC, IL-1B stimulus, high-content imaging. HUVEC IL-1B NFkB p65 nuclear translocation imaging. inhibition, % at 2 µM. actives 0.43% (n = 94,000);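 active = inhibition above about 30% together with a positive call from visual inspection of the well image, limit read from the data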;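 also: nuclear over cytoplasmic p65 intensity ratio measured by imaging; 0% = IL-1B stimulated DMSO wells and 100% = unstimulated DMSO wells; values of inactives mirror those of a sister screen read the other way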
Bcl-B displacement = displacers of TR3 peptide from Bcl-B, primary screen, selectivity assay for Bfl-1 inhibitor project, biochemical, fluorescence polarization; FP displacement of FITC-TR3 peptide from Bcl-B; higher % means a stronger effect; actives 0.11% (n = 96,000); one-dose displacement, % at 20 µM; IC50 in µM for titrated hits; AID 748, 2007;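 active = displacement above 50% at 20 µM plus a fluorescence interference ratio under 1.5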;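 also: plate controls were wells without compound for no effect and wells lacking Bcl-B protein for full effect; a part of the inactive calls stands beside numbers as strong as those of hits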
MRP reversal = reversal of MRP1-mediated doxorubicin resistance, primary screen, H69AR cells, doxorubicin co-treatment. AID 602, 2007. H69AR cells + 2 uM doxorubicin, CellTiter-Glo, 72 h. differential viability (reversal), % at 10 µM. actives 0.04% (n = 85,000);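 active = viability drop by adding the cancer drug above about 55%, with treated viability meeting a 40% cutoff, limit read from the data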;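 also: viability without doxorubicin minus viability with 2 µM doxorubicin for each compound; larger differential means the compound sensitizes cells more to doxorubicin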
PLAP inhibition = PLAP enzyme inhibitors, biochemical, luminescence, HTS (AID 690) | purified PLAP, luminescent substrate; higher % means a stronger effect | actives 0.08% (n = 96,000) | inhibition, % at 20 µM; hits with a dose series show IC50 in µM | Alkaline phosphatase, placental type (Homo sapiens); in the data active = a potency from the dose series; inactive = the rest, 99 in 100 with inhibition below about 30%; also: strong numbers were not always called active
MRP reversal cytotoxicity = also measured in MRP reversal; calls as there; viability, %; H69AR cells, CellTiter-Glo, 72 h; measured here: cytotoxicity without doxorubicin
MRP reversal with doxorubicin = second read-out of MRP reversal, no call of its own (marks repeat the call); viability, %; measured here: viability with 2 uM doxorubicin; hits give low values
IL1B NFkB inh cell count 2 µM = also measured in IL1B NFkB inh; calls as there; cell count; measured here: cells passing quality filter;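 raw number of nuclei counted in each imaged well without normalization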
IL1B NFkB pot cell count 2 µM = further read-out of IL1B NFkB pot, marked with its call; cell count; measured here: cells passing quality filter
Starred values were filed as active, the others as inactive; . = no result given.

SMILES	IL1B NFkB pot	IL1B NFkB pot cell count 2 µM	IL1B NFkB inh	IL1B NFkB inh cell count 2 µM	Bcl-B displacement	MRP reversal	MRP reversal cytotoxicity	MRP reversal with doxorubicin	PLAP inhibition
Cc1ccc(C2(O)CC(C)N(C)CC2C)cc1 (centres undefined)	3	181	-3	181	2%	3	99	96	0%
O=C(CN1CC=C(c2ccccc2)CC1)NC(=O)NCc1ccco1	-7	151	8	151	4%	-2	92	94	-11%
Cn1c(O)c(C=NCCCNC2CCCCC2)c(=O)n(C)c1=O	28	140	-28	140	.	-7	99	106	.
CC1=NN(c2ccccc2)C(=O)C1/C=C1/C(=O)NC(=O)N(c2cccc(C)c2)C1=O (centres undefined)	-11	144	10	144	1%	.	.	.	5%
CCOC(=O)CN1C(=O)C2(C(C#N)=C(N)Oc3ccccc32)C(C(=O)OC)=C1C (centres undefined)	-4	77	4	77	-1%	-4	90	94	-8%
CCCCN1C(=O)NC(=O)C2(Cc3c(nc4c(C)cccn4c3=O)N3CCc4ccccc4C32)C1=O (centres undefined)	18	146	-18	146	-23%	2	101	99	-55%
CN(C)c1ccc(C(=O)c2ccc(N(C)C)cc2)cc1	-7	59	7	59	-5%	-24	16	39	18%
c1cncc(C2CC(c3cccs3)n3ncnc3N2)c1 (centres undefined)	.	.	.	.	3%	3	99	95	-1%
CN(C)C1(c2nnnn2-c2ccc(Cl)cc2)CCCCC1	12	176	-12	176	10%	1	85	84	1%
CCCCCCCSc1cc(OC)c(CCNC)cc1OC	-14	89	14	89	18%	.	.	.	-48%
CCOC(=O)C(NC(C)=O)C(OC(C)=O)c1cccc(N(CCCl)CCCl)c1 (centres undefined)	5	87	-5	87	.	-24	71	94	.
O/N=C/c1c[nH]c2ccccc12	8	94	-8	94	-2%	8	84	76	6%

Rewritten with bars between the fields: part of the list above
SMILES | IL1B NFkB pot | IL1B NFkB pot cell count 2 µM | IL1B NFkB inh | IL1B NFkB inh cell count 2 µM | Bcl-B displacement | MRP reversal | MRP reversal cytotoxicity | MRP reversal with doxorubicin | PLAP inhibition
CN(C)c1ccc(C(=O)c2ccc(N(C)C)cc2)cc1 | -7 | 59 | 7 | 59 | -5% | -24 | 16 | 39 | 18%
CN(C)C1(c2nnnn2-c2ccc(Cl)cc2)CCCCC1 | 12 | 176 | -12 | 176 | 10% | 1 | 85 | 84 | 1%
CCCCN1C(=O)NC(=O)C2(Cc3c(nc4c(C)cccn4c3=O)N3CCc4ccccc4C32)C1=O (centres undefined) | 18 | 146 | -18 | 146 | -23% | 2 | 101 | 99 | -55%
Cc1ccc(C2(O)CC(C)N(C)CC2C)cc1 (centres undefined) | 3 | 181 | -3 | 181 | 2% | 3 | 99 | 96 | 0%
c1cncc(C2CC(c3cccs3)n3ncnc3N2)c1 (centres undefined) | . | . | . | . | 3% | 3 | 99 | 95 | -1%

The listing continues.
SMILES	IL1B NFkB pot	IL1B NFkB pot cell count 2 µM	IL1B NFkB inh	IL1B NFkB inh cell count 2 µM	Bcl-B displacement	MRP reversal	MRP reversal cytotoxicity	MRP reversal with doxorubicin	PLAP inhibition
CCCC1C(C#N)=C(N)Oc2c1c(=O)oc1ccccc21 (centres undefined)	0	168	0	168	.	-7	85	92	.
CC(=O)Nc1ccc2c(c1)CC1(C(=O)N(C)C(=O)N(C)C1=O)C1CCCN21 (centres undefined)	-6	233	6	233	-76%	-3	85	88	-44%
O=C(c1c[nH]cc1-c1ccccc1)c1cccc2ccccc12	-4	164	4	164	.	20	84	64	.
O=C1C2CCCN2C(c2cccnc2)N1c1ccc(Cl)c(Cl)c1 (centres undefined)	17	121	-17	121	-1%	8	86	79	-4%
O=C(Cc1ccccc1)N1CCN(CC2CC=CCC2)CC1 (centres undefined)	-10	103	10	103	-2%	-6	76	82	-15%
COC(=O)CCCNC(=O)CN1CC(c2ccccc2)CC1=O (centres undefined)	17	197	-17	197	17%	-9	103	111	26%
COc1ccc2c(CCN)c[nH]c2c1	-3	194	3	194	-2%	0	82	82	9%
O=c1[nH]c(=S)n(Cc2ccc(F)cc2)c(O)c1C=NCC1CCCO1 (centres undefined)	26	148	-26	148	-4%	25	87	63	-23%
O=C(c1ccc(CS(=O)(=O)c2ccc(Br)cc2)o1)N1CCC2(CC1)OCCO2	8	201	-8	201	0%	24	100	76	-1%
CCC(=Nc1ccc2c(c1)CCC2)c1c(O)n(C)c(=O)n(C)c1=O	.	.	.	.	9%	9	100	92	-11%
O=P(Nc1ccccc1)(Nc1ccccc1)Oc1ccc(Cl)cc1	-8	217	8	217	4%	.	.	.	48%
COc1ccccc1N1CCN(Cc2ccccc2Cl)CC1	34	214	-34	214	1%	.	.	.	15%
O=P(/C(=N/O)N1CCCCC1)(N1CCOCC1)N1CCOCC1	2	218	-2	218	4%	1	99	98	50%
O=C1CSC2(CN3CCC2CC3)N1 (centres undefined)	25	179	-25	179	5%	26	105	79	13%
Cc1ccccc1NC1=NCC(C)S1 (centres undefined)	.	.	.	.	0%	-3	108	111	11%
CC1CCCC(NC(=O)COC(=O)Cc2ccccc2)C1C (centres undefined)	10	141	-10	141	-14%	.	.	.	3%
Cc1c2cnn(CC(=O)N3CCC4(CC3)OCCO4)c(=O)c2c(C)n1Cc1ccc(F)cc1	.	.	.	.	5%	.	.	.	-22%
CC1(C)CC(n2[nH]c(=O)c3c2NC(=O)CSC3c2ccccc2)CCO1 (centres undefined)	-3	71	3	71	-1%	-12	86	99	12%
CC(C)(C)N(NC(=O)c1ccccc1)C(=O)c1ccccc1	-5	121	5	121	-7%	.	.	.	3%
CN(C)c1nc(OCCNC(=O)COc2ccc(Cl)cc2Cl)nc(N2CCCCC2)n1	-5	151	5	151	.	-4	55	59	.
Fc1ccc2c(c1)nnn2C1CCN(Cc2nnnn2CCc2ccccc2)CC1	0	165	0	165	36%	6	88	82	-58%
COc1ccc2c(c1OC)C(=O)OC2c1c(O)n(C2CCCCC2)c(=O)[nH]c1=O (centres undefined)	-3	126	3	126	-2%	2	100	98	-29%
CN1CCC2(CC1)NC(=O)C1=C(CN(C)CC1)N2	32	100	-32	100	-11%	8	96	88	.
c1ccc(CCN2CCC(N3CCN(c4ccccc4)CC3)CC2)cc1	.	.	.	.	6%	2	82	80	-76%
Cc1cc(OCC(=O)Nc2c(C)n(C)n(-c3ccccc3)c2=O)c2c3c(c(=O)oc2c1)CCC3	.	.	.	.	-4%	2	87	85	-45%
CCOc1ccc(-n2c(CC)nc3ccccc3c2=O)cc1	.	.	.	.	2%	10	100	90	-3%
CCOP(=O)(OCC)C(O)c1ccc(OC)c(OC)c1 (centres undefined)	14	158	-14	158	-2%	.	.	.	8%
CCN(CC)c1ccc(N=Cc2c(O)n(Cc3ccccc3)c(=O)[nH]c2=O)cc1	2	166	-2	166	-40%	-8	17	25	11%
O=c1cccc2n1CC1CC2CN(S(=O)(=O)c2ccccc2)C1 (centres undefined)	-2	163	2	163	-5%	8	92	84	-5%
C[C@H]1CCC[C@H](O)CCCCCc2cc(O)cc(O)c2C(=O)O1	-9	125	10	125	-2%	-26	32	58	-28%
CC(C)=CCSc1nnc([C@@H](N)Cc2c[nH]c3ccccc23)o1	4	151	-4	151	-2%	-3	83	85	-12%
CC(=O)c1ccc(OC(NC(=O)Cc2ccccc2)C(Cl)(Cl)Cl)cc1 (centres undefined)	8	140	-8	140	2%	.	.	.	15%
CC(=O)N1CN2CN(C(C)=O)CC(C(=O)c3ccccc3)(C2)C1	3	105	-3	105	1%	10	104	94	6%
Cc1sc2c(c1C)C(c1cccs1)=NCC(=O)N2CC(=O)NCc1cccs1	6	212	-6	212	-2%	-28	60	87	-36%
CCOC(=O)C1CCCCC12C(C#N)=C(N)Oc1n[nH]c(C)c12 (centres undefined)	8	126	-8	126	-6%	-14	96	109	10%
CN1CCc2nc3sc(C(=O)NC(C)(C)C)c(N)c3cc2C1	15	180	-15	180	5%	4	93	89	5%

Reformatted as a markdown table: entries from further up.
| SMILES | IL1B NFkB pot | IL1B NFkB pot cell count 2 µM | IL1B NFkB inh | IL1B NFkB inh cell count 2 µM | Bcl-B displacement | MRP reversal | MRP reversal cytotoxicity | MRP reversal with doxorubicin | PLAP inhibition |
| --- | --- | --- | --- | --- | --- | --- | --- | --- | --- |
| CC(C)=CCSc1nnc([C@@H](N)Cc2c[nH]c3ccccc23)o1 | 4 | 151 | -4 | 151 | -2% | -3 | 83 | 85 | -12% |
| O=c1cccc2n1CC1CC2CN(S(=O)(=O)c2ccccc2)C1 (centres undefined) | -2 | 163 | 2 | 163 | -5% | 8 | 92 | 84 | -5% |
| CN1CCc2nc3sc(C(=O)NC(C)(C)C)c(N)c3cc2C1 | 15 | 180 | -15 | 180 | 5% | 4 | 93 | 89 | 5% |

Continuation.
SMILES	IL1B NFkB pot	IL1B NFkB pot cell count 2 µM	IL1B NFkB inh	IL1B NFkB inh cell count 2 µM	Bcl-B displacement	MRP reversal	MRP reversal cytotoxicity	MRP reversal with doxorubicin	PLAP inhibition
CCn1c(O)c(C=NCCc2c[nH]c3ccccc23)c(=O)[nH]c1=O	8	132	-8	132	-5%	-10	67	77	20%
CC12CN3CC(C)(CN(C1)C3c1ccncc1)C2=O (centres undefined)	-4	111	4	111	6%	1	103	102	-2%
CCCCCCOc1ccc(CN2CCN(CCO)CC2)cc1	15	71	-16	71	-8%	18	82	65	-73%
O=C1NC(=O)[C@]2(Cc3ccccc3N3CCN(c4ccccc4)CC32)C(=O)N1Cc1ccccc1 (some centres undefined)	1	116	-1	116	-1%	-4	91	95	-54%
c1ccc2c(CN3CCN(C4CCCCC4)CC3)c[nH]c2c1	-14	103	14	103	-22%	-27	52	80	-70%
Cc1cc(NC(=O)COC(=O)c2c(C)nn(Cc3ccccc3)c2Cl)no1	19	142	-19	142	0%	16	92	76	4%
CC(=O)N1CC(=O)Nc2ccc(Cl)cc2C1c1ccc(F)cc1 (centres undefined)	-9	215	9	215	-1%	.	.	.	-17%
O=C(O)C(O)(c1ccccc1)C1CCCC1 (centres undefined)	28	133	-28	133	4%	-3	97	100	-6%
CC(Cc1ccccc1)[n+]1cc(/N=C(\N)[O-])on1 (centres undefined)	.	.	.	.	10%	-4	91	95	-4%
O=c1[nH]c(=O)n(-c2cccc3ccccc23)c(O)c1C=NCc1ccc2c(c1)OCO2	19	141	-19	141	-12%	9	97	89	-49%
COc1ccccc1OCCCn1cc(C(=O)c2ccco2)c2ccccc21	15	163	-15	163	-10%	-22	53	75	-24%

Assay outcomes from PubChem.

The list is partial, so the mix of outcomes need not match the whole.
